AmpC inh no detg – inhibitors of E. coli AmpC beta-lactamase without detergent; P00811; AmpC nitrocefin hydrolysis, absorbance 480 nm, 0.0001% Triton; Potency, µM (doses to about 57.1 µM), for inactives: at the top dose activity change, negative = inhibition, most hits filed as inhibitors; 0.52% of 330,000 active; AID 485341;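 further: potency means the concentration at half of the fitted maximal effect; plate controls were no compound for no effect and no enzyme for full effect; nearly all actives have a fitted effect of over 20% in size; some results filed as inactive show a strong effect at the top dose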
Target sequence (P00811 whole entry, looked up): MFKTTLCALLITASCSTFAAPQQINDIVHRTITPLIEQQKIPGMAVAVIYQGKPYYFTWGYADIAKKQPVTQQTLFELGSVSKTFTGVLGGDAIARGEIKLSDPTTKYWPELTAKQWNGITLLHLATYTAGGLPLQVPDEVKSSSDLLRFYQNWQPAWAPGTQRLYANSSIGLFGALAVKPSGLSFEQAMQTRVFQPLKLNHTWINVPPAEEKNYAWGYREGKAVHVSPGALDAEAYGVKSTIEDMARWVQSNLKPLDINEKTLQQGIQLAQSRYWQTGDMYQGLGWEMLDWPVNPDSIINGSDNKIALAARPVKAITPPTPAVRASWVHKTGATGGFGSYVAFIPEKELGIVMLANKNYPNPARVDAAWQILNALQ
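20 mM phosphate pH 7.0 + 0.01% (detergent screen) or 0.0001% Triton X-100; 5.3 nM AmpC reagent; cpd preinc 15 min RT; nitrocefin (800 uM stock) to start; A480 q20 s × 4 min; Activity was normalised to no-enzyme and no-compound control wells.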
AmpC detergent – AmpC beta-lactamase inhibition with detergent present. AmpC hydrolysis of nitrocefin, absorbance 480 nm, 0.01% Triton. Potency, µM (top dose mostly 114 µM), without a hit: at the highest dose activity change, negative = inhibition, actives largely listed as inhibitors. 0.041% of 370,000 active. AID 485294;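 further: potency means the concentration at half of the fitted maximal effect; 0% = no-compound wells and -100% = no-enzyme wells; nearly all actives have a fitted effect of over 25% in size; some results filed as inactive show a strong effect at the top dose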
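AmpC (5.3 nM in the dispensed reagent) in 20 mM phosphate pH 7.0 with 0.01% (detergent screen) or 0.0001% Triton X-100 was preincubated with compounds for 15 min at room temperature. Nitrocefin was then added from an 800 uM solution, and hydrolysis was followed at 480 nm.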
Sm TGR inh – S. mansoni TGR enzyme inhibition; Q962Y6; 3% of 360,000 active; Potency, µM (doses to about 114 µM), without a hit: at the top dose activity change, negative = inhibition, actives largely listed as inhibitors; purified TGR, DTNB reduction, TNB absorbance 405 nm; AID 485364; further: potency means the concentration at half of the fitted maximal effect; nearly all actives have a fitted effect of over 60% in size
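Kinetic colorimetric format: TGR-catalysed, NADPH-driven DTNB reduction monitored via TNB absorbance. Enzyme dispensed at 20 nM; compound exposure 15 min at room temperature before reaction start.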
AMA1 RON2 block – disrupts binding of P. falciparum AMA1 to RON2; 0.2% of 360,000 active; Potency, µM (top dose mostly 58.2 µM), for inactives: at the highest dose activity change, negative = inhibition, most hits filed as inhibitors; AID 720542; AlphaScreen AMA1-biotinylated RON2 peptide binding;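 further: potency means the concentration at half of the fitted maximal effect; 0% = vehicle wells and -100% = peptide control; nearly all actives have a fitted effect of over 45% in size; some results filed as inactive show a strong effect at the top dose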
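AMA1 (3D7) with his tag at 25 nM final met compounds first, then biotinylated RON2 peptide at 25 nM; detection used donor plus acceptor beads, 10 µg/mL apiece, read by AlphaScreen after 30 min at room temperature.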
HCMV inh – blocks human cytomegalovirus replication. HFF cells, HCMV-luciferase reporter, 72 h; hits give low values. activity change, negative = inhibition, % at 57.5 µM. 4.5% of 410,000 active. AID 1259415; in the data active means activity change below about -60%; inconclusive means no clear call, values can overlap the other calls; inactive means above about -39%
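Screen run at 2 compound doses on HFFs infected with reporter HCMV, MOI 1 PFU/cell. Luciferase activity from cell lysates at 72 h post infection gave inhibition relative to buffer-only and Salinomycin wells.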
FBPA Giardia inh – Giardia lamblia aldolase inhibition. 0.71% of 290,000 active. purified Giardia FBPA. Potency, µM (titrated, usually from 59.6 µM), for inactives: at the highest dose activity, negative = inhibition, most hits filed as inhibitors. A8B2U2; further: potency means the concentration at half of the fitted maximal effect; nearly all actives have a fitted effect of over 55% in size
Target sequence (A8B2U2 whole entry, looked up): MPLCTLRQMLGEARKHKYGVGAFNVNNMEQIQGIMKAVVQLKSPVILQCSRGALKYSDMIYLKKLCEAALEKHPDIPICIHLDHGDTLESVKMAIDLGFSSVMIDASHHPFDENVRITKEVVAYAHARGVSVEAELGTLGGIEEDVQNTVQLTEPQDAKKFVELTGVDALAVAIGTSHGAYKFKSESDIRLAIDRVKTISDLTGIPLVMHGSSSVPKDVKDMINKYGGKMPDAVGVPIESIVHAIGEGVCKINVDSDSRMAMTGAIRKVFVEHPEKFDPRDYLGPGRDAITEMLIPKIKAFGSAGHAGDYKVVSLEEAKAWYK
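Giardia FBPA (40 nM reagent) was preincubated 10 min at RT with compound (up to 57.5 uM final), then substrate plus GAPDH/TPI/NAD/arsenate coupling system with diaphorase/resazurin was added; resorufin fluorescence (525/598 nm) was read after 20 min.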
The depositor's hits bear a star; ? = inconclusive; . = no result given; & = joins results of further samples; ! = a repeat was not active; [ ] = dose if it differs, or a comment. Unless noted, the call rests on the fitted dose curve; in most records, active means well fitted curve in the direction sought with a large enough effect; inconclusive means small, poorly fitted or top-dose-only effect, or another doubt; inactive means no such curve, though single readings can be large; an effect the other way counts as inactive or inconclusive. Unless noted, on the % scale 0 is the no-effect control and ±100 the full control effect.

Each structure is followed by: AmpC inh no detg	AmpC detergent	Sm TGR inh	AMA1 RON2 block	HCMV inh	FBPA Giardia inh
CC(/C=C/c1ccccc1F)=N\NC(=O)c1ccc(Cl)cc1
→ -22%	2%	0%	76%[activator]	-8	0%
COc1ccc(-c2cc(C(=O)N3CCN(c4cccc(C)c4C)CC3)c3ccccc3n2)cc1OC
→ 73%[activator]	-12%	-3%	-6%	.	.
Cc1ccc(S(=O)(=O)CCSc2nc(C)cc(C)c2C#N)cc1
→ -14%	-18%	2%	11%	-39	1%
COCCN(CC(=O)NCc1ccc(F)cc1)C(=O)CCC(=O)Nc1ccccn1
→ -2%	?	-10%	5%	49	1%
COc1ccc(C(=O)Nc2cccc(S(C)(=O)=O)c2)cc1OC
→ -17%	5%	.	2%	28	-2%
COc1ccccc1N1CCN(Cc2ccc(Br)s2)CC1
→ 12%	?	-6%	-21%	-81*	-27%
Cc1ccc(NC(=O)CNCc2ccccc2)cc1Br
→ -7%	-7%	6%	-10%	-13	?
CCCCCC(=O)NNC(=S)NC(=O)c1cccc([N+](=O)[O-])c1
→ -5%	-6%	1.6µM*	53%[activator]	28	?
CCN1CCN(C(=O)c2ccc(Cl)c(S(=O)(=O)N(C)c3ccccc3)c2)CC1
→ 49%	-11%	-2%	0%	0	.
O=c1cc(N2CCCCC2)c(-c2ccccc2)nn1Cc1c(Cl)cccc1Cl
→ -3%	?	-10%	-1%	?	11%
O=C(CN1C(=O)NC(CCc2ccccc2)C1=O)Nc1ccccc1C(F)(F)F (stereo not drawn)
→ -9%	.	.	-4%	-13	.
COc1ccc(C(=O)N/N=C/c2ccccc2OC(=O)c2ccccc2)cc1
→ -28%	0%	-1%	77%[activator]	-97*	2%
Cc1ccccc1NS(=O)(=O)c1cc(S(C)(=O)=O)ccc1C
→ -23%	?	0%	15%[2.32 µM]	-5	0%
NC(N)=N/N=C/c1ccc(OCc2ccc(Cl)cc2)cc1
→ -17%	-4%	-19%	-1%	15	2%
NNC(=O)c1nnn(-c2nonc2N)c1-c1cccs1
→ -23%	-12%	6%	19%	42	-6%
C/C(CC(=O)NC12CC3CC(CC(C3)C1)C2)=N\NC(=O)Cc1cccs1
→ -2%	-14%	-1%	21%	1	-1%
CCOC(=O)CON1C(=O)C(=O)N(OCC(=O)OCC)[C@H]2CCCC[C@H]21
→ -8%	8%	-31%	2%	17	1%
O=C(N/N=C\c1cn[nH]c1-c1ccccc1)c1ccc([N+](=O)[O-])cc1
→ -31%	-8%	-13%	17%[2.32 µM]	0	-5%
O=C(N/N=C/c1ccccc1F)C(=O)N1CCCCCC1
→ -2%	-10%	3%	-5%	-15	2%
Cc1ccccc1CC(=O)NC1CCCCCC1
→ 1%	?	11%	0%	14	1%
O=C(CSc1nnc(-c2ccco2)o1)N1CCCCC1
→ -11%	0%	0%	0%	47	.
COc1ccccc1NC(=O)N1CCCC1C(=O)Nc1nnc(C(C)C)s1 (stereo not drawn)
→ -38%	8%	0%	8%	-35	0%
CS(=O)(=O)N1N=C(c2ccco2)CC1c1ccc(Cl)cc1Cl (stereo not drawn)
→ 19%	-5%	28µM*	-8%	37	-3%
Cc1ccc(CNC(=O)c2ccc3c(=O)n(CCCN4CCCC4=O)c(=S)[nH]c3c2)cc1
→ -26%	-13%	4%	0%	15	-3%
O=C(NCCc1ccccc1)C(c1cccs1)N(C(=O)c1csnn1)C1CC1 (stereo not drawn)
→ -4%	-19%	0%	3%	5	2%
Oc1ccc(C2N=C(c3ccccc3)NC(c3ccccc3)=N2)cc1
→ -29%	1%	0%	1%	27	-1%
CC(=O)N1c2ccc([N+](=O)[O-])cc2NC(=O)CC1C (stereo not drawn)
→ -13%	?	-16%	-2%[11.6 µM]	-2	4%
CN(c1cccc(NC(=O)c2ccc(Cl)c(S(=O)(=O)Nc3ccccc3)c2)c1)S(C)(=O)=O
→ -12%	?	3%	-19%	2	-4%
CS(=O)(=O)c1ccc2nc(NC(=O)Oc3ccccc3)sc2c1
→ -15%	0%	2%	11%	106	4%
O=C(NC(=O)N1CCSCC1)c1c(Cl)cccc1Cl
→ -7%	-2%	7%	6%	8	0%
CC(/C=N/NC(=O)Cn1cnc2c1c(=O)n(C)c(=O)n2C)=C\c1ccco1
→ 18%	3%	25µM*	14%	-33	?
Cc1ccc(OCCNC(=O)C2CCCCC2)cc1
→ 2%	?	15%	5%	-29	11%
COC(=O)CSc1nccc(C)n1
→ -5%	1%	2%	-12%	-29	2%
O=C(C1CCN(c2ncnc3c2nc2n3CCCCC2)CC1)N1CCN(c2ccccc2F)CC1
→ 145%[activator]	3%&-2%	-2%&-3%	23%	-64*!	-1%
CCN(C(=O)C12CC3CC(CC(C3)C1)C2)C1CCS(=O)(=O)C1 (stereo not drawn)
→ -8%	?	2%	8%	-24	.
O=C(CSc1nnc(-c2ccccc2)c(-c2ccccc2)n1)N1CCc2ccccc21
→ ?	-5%	-11%	-3%	-13	0%
COc1ccc(CNc2oc(-c3cccc4ccccc34)nc2P(=O)(OC)OC)cc1
→ 162%[activator]	-3%	-1%	15%	79	-8%
CCOC(=O)CSc1nnc(NC(=O)CN2CCN(C=O)CC2)s1
→ -6%	2%	?	39%[activator]	10	?
COc1cccc(NC(=O)CSCC(=O)O)c1
→ -6%	-3%	-2%	-5%	-9	3%
NCCCC[C@H]1CNC(=S)N1CCc1cc(C(F)(F)F)cc(C(F)(F)F)c1
→ 81%[activator]	5%	9%	2%	-12	9%
COc1ccccc1CNC(=O)c1cc(-c2ccccc2)n(Cc2cc(C)no2)n1
→ -14%	?	-13%	29%	0	.
CCOC(=O)COn1c(=O)c(-c2ccco2)[n+]([O-])c2ccccc21
→ -23%	6%	0%	7%	12	-26%
Cc1cccc(OCC(=O)Nc2c3c(nn2C(C)(C)C)CS(=O)(=O)C3)c1
→ -16%	-7%	6%	-8%	51	.
COc1cccc2c(=O)c(SC(F)(F)C(F)C(F)(F)F)c(C)[nH]c12 (stereo not drawn)
→ -12%	-12%	2%	4%	6	-1%
COc1ccc(CCNC(=O)C(=O)Nc2ccc(C)cc2)cc1OC
→ .	5%	1%	.	-4	.
FC(F)(F)c1nnc2ccc(N3CCN(c4ccccc4)CC3)nn12
→ -4%	0%	-15%	14%	19	0%
COc1ccc(/C=N/NC(=O)c2ccc3ccccc3c2)cc1OS(=O)(=O)c1ccc(NC(C)=O)cc1
→ -17%	-3%	9%	10%	?	0%
CCOc1ccc2[nH]c3c(NCCOC)ncnc3c2c1
→ -38%	-11%	5%	-10%	27	3%
COc1ccc(C(=O)NCC(c2cccnc2)N2CCc3ccccc32)cc1OC (stereo not drawn)
→ .	7%	-5%	.	-5	.
COC(=O)c1ccc(-c2noc(CN(Cc3nccn3C)C(C)C)n2)cc1
→ 41%	0%	0%[57.1 µM]	8%	-23	4%
Cn1ncc(Br)c1C(=O)Nc1ccc(Cl)cn1
→ -5%	-6%	-9%	-5%	-20	-2%
CC[N+](CC)(CC#CCO)CC#Cc1ccccc1
→ 21%	0%	-7%	-10%	13	-2%
Cc1ccc(CS(=O)Cc2ccc(C(=O)NCc3ccc(OC(C)C)cc3)o2)cc1 (stereo not drawn)
→ 90%[activator]	-11%	-23%	6%	0	27%
O=C(Cc1cccs1)N1CCC(c2nc3c(nnn3Cc3ccc(F)cc3)c(=O)[nH]2)CC1
→ 36%	-14%	-9%	-1%	-95*	4%
CCCc1cc(=O)[nH]c(SCC(=O)NCCN2C(=O)CSC2=O)n1
→ -13%	.	.	-6%[11.6 µM]	-35	.
Cc1ccc(-c2nnc(Nc3ccc(C(=O)N(C)C)cc3)c3ccccc23)cc1S(=O)(=O)NCC1CCCO1 (stereo not drawn)
→ 184%[activator]	-8%	-13%	-26%	-20	-4%
CCOC(=O)N1CCC(NC(=O)CSCc2nc(-c3ccccc3Cl)oc2C)CC1
→ 125%[activator]	1%	-8%	9%	-22	.
Cc1ccc(NC(=O)c2cc(=O)c3ccccc3o2)cc1S(=O)(=O)N1CCOCC1
→ -14%	0%	9%	-2%	-3	-15%
CCOC(=O)c1ccc(NC(=O)CSC2=NN3CCCC(=O)N=C3S2)cc1
→ -11%	?	-2%	-1%	-14	12%
O=C(NCc1ccccc1F)C(=O)NCC(c1ccco1)S(=O)(=O)c1cccs1 (stereo not drawn)
→ .	1%	13µM*	.	7	.

An excerpt of these results, with each value named:
COC(=O)CSc1nccc(C)n1
  AmpC inh no detg = -5%
  AmpC detergent = 1%
  Sm TGR inh = 2%
  AMA1 RON2 block = -12%
  HCMV inh = -29
  FBPA Giardia inh = 2%
CC[N+](CC)(CC#CCO)CC#Cc1ccccc1
  AmpC inh no detg = 21%
  AmpC detergent = 0%
  Sm TGR inh = -7%
  AMA1 RON2 block = -10%
  HCMV inh = 13
  FBPA Giardia inh = -2%
CCN(C(=O)C12CC3CC(CC(C3)C1)C2)C1CCS(=O)(=O)C1 (stereo not drawn)
  AmpC inh no detg = -8%
  AmpC detergent = ?
  Sm TGR inh = 2%
  AMA1 RON2 block = 8%
  HCMV inh = -24
  FBPA Giardia inh = .
COc1cccc2c(=O)c(SC(F)(F)C(F)C(F)(F)F)c(C)[nH]c12 (stereo not drawn)
  AmpC inh no detg = -12%
  AmpC detergent = -12%
  Sm TGR inh = 2%
  AMA1 RON2 block = 4%
  HCMV inh = 6
  FBPA Giardia inh = -1%

(next part)
Each structure is followed by: AmpC inh no detg	AmpC detergent	Sm TGR inh	AMA1 RON2 block	HCMV inh	FBPA Giardia inh
CCNc1nc(NCC)n2c(SCC(=O)Nc3ccc(F)cc3[N+](=O)[O-])nnc2n1
→ -23%	?	1%	-11%	-12	-1%
Cc1cc2cc(CNC(=O)c3cccs3)ccc2n1C
→ -4%	20%	3%	-19%	-12	-27%
C/C(CC(=O)NC1CCCC1)=N\NC(=O)Cc1cccs1
→ -30%	-7%	-12%	37%[activator]	95	1%
Cc1noc(/C=C/c2ccccc2F)c1S(=O)(=O)N1CCC(C(=O)NCC(C)c2ccccc2)CC1 (stereo not drawn)
→ .	?	-14%	.	108	.
CCCNc1cc(=O)n(C)c(=O)n1C
→ -2%	-14%	3%	5%	4	0%
Cc1ccc(-n2nnnc2SCC(=O)N2CCc3ccccc3C2)c(C)c1
→ -16%	?	-5%	-7%	-4	-8%
COc1cccc(C(=O)Nc2ccccc2C(=O)OCc2cc(=O)n3nc(C)sc3n2)c1
→ .	9%	-1%	.	-29	.
O=C(O)COc1ccc(-c2nnn(CC(=O)O)n2)cc1
→ .	-5%	1%	1%	-1	10%
CCCn1c(=N)c(C(=O)NCc2ccco2)cc2c(=O)n3cc(C)ccc3nc21
→ .	9%	-2%	.	15	.
Cn1cccc1/C=C1\CC(C(C)(C)C)C/C(=C\c2cccn2C)C1=O (stereo not drawn)
→ -1%	0%	-25%	-9%	-25	-15%

Screening data from PubChem.
